TDP43 rescue = rescues yeast growth from TDP-43 toxicity | TDP-43 expressing yeast growth rescue, BacTiter-Glo, 24 h | Potency, µM (titrated, usually from 46.1 µM), for the others: at the top dose growth rescue (activation), usual class: activators | actives 1.8% (n = 410,000); also: % of control where 0% means no effect; nearly all actives have a fitted effect of over 50% in size
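In this qHTS, compounds that restore growth of yeast expressing TDP-43 appear as activators. Cells (OD600=0.02, galactose medium, raffinose-pregrown) are incubated with compound 24 hr at 30 deg C and growth is quantified by BacTiter-Glo.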
PTHR1 ag = agonists of human PTHR1 parathyroid hormone receptor | Q03431 | HEK293 GP2 PTHR1 cells, GloSensor cAMP luminescence, 1 h | Potency, µM (series often up to 115 µM), inactives show at the highest dose activation, most hits filed as activators | actives 0.075% (n = 410,000) | AID 743266; also: nearly all actives have a fitted effect of over 55% in size; some results filed as inactive show a strong effect at the top dose; inactives centre near -15; many of its hits are not listed in these tables
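HEK-293-derived GP2 cells expressing PTHR1 and a GloSensor cAMP reporter, 3,000/well, plated overnight, given luciferin plus IBMX (each 0.5 mM as added) for 1 h at 37 °C, then compound for 1 h at 37 °C. Luminescence was read after 15 min at room temperature.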
EPAC1 antagonist = antagonists of human EPAC1 | EPAC1 GEF assay, Rap1b-BODIPY-GDP exchange fluorescence | O95398 | Potency, µM (top dose mostly 115 µM), for inactives: top-dose activity change, negative = inhibition, usual class: inhibitors | actives 0.14% (n = 360,000);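 also: plate controls were vehicle for no effect and positive control for full effect; nearly all actives have a fitted effect of over 50% in size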
FUS yeast rescue = suppressors of FUS proteinopathy in yeast. S. cerevisiae FUS-expressing, growth rescue, OD600, 24 h. Potency, µM (highest dose often 76.6 µM), without a hit: at the highest dose growth rescue (activation), usual class: activators. actives 0.24% (n = 390,000). AID 1347120;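 also: plate controls were DMSO vehicle for no effect and reference control for full effect; nearly all actives have a fitted effect of over 55% in size; some results filed as inactive show a strong effect at the top dose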
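FUS-expressing yeast, raffinose-pregrown, induced in 2% galactose minimal medium at OD 0.005; compounds in a dilution series, 24hr at 30C. Growth restoration read as absorbance at 600 nm. CP55940 positive control, DMSO negative.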
EPAC1 agonist = activates human EPAC1 exchange factor. actives 0.073% (n = 360,000). Potency, µM (series often up to 154 µM), for the others: at the top dose activation, most hits filed as activators. O95398. EPAC1 agonist qHTS, biochemical assay; response scale: 100% = response to 6.5 mM cAMP; also: nearly all actives have a fitted effect of over 60% in size
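Nucleotide exchange by EPAC1 (100 nM) on Rap1B–BODIPY-GDP (250 nM) in the presence of 50 uM GDP is tracked fluorescently at 480/540 nm over 30 min. Signals are normalized to a 6.5 mM cAMP control.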
EPAC2 ag = EPAC2 (human) agonism; Q8WZA2; Potency, µM (top dose mostly 154 µM), without a hit: at the highest dose activation, most hits filed as activators; actives 0.079% (n = 360,000); EPAC2 activation, biochemical qHTS; response scale: 100% = 6.5 mM cAMP response; also: nearly all actives have a fitted effect of over 50% in size
Target sequence (Q8WZA2 whole entry, looked up): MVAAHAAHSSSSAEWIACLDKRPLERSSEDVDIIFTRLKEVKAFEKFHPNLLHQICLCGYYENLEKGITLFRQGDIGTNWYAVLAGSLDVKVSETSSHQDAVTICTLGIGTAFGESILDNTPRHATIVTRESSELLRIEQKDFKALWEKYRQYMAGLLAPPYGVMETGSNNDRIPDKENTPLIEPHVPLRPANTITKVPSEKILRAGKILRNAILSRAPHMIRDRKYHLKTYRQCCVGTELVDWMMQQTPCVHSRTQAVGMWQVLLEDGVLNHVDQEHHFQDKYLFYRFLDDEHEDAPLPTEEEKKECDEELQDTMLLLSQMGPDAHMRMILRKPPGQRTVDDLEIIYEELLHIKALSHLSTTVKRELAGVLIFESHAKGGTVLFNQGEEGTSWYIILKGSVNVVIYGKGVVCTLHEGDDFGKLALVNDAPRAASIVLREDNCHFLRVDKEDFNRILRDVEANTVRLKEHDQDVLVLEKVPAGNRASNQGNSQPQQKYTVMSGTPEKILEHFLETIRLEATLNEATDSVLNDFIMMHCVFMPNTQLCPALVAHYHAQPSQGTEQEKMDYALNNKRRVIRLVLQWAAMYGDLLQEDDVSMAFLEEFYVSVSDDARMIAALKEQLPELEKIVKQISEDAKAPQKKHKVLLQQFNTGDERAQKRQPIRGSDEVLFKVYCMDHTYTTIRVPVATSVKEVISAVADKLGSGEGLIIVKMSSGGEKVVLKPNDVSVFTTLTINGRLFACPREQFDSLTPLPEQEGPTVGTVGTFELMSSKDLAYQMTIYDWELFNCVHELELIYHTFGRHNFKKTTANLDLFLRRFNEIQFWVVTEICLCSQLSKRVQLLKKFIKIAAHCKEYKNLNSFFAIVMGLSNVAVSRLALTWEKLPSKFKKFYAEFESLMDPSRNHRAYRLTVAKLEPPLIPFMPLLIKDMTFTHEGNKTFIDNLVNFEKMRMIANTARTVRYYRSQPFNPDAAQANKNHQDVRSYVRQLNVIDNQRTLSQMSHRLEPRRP
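Readout is BODIPY fluorescence (480 nm excitation, 540 nm emission), which falls as labeled GDP is exchanged off Rap1B. EPAC2 at 100 nM acted on 250 nM RAP1B-BODIPY-GDP with 50 uM GDP present.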
EPAC2 antag = antagonists of human EPAC2 | actives 0.18% (n = 360,000) | Potency, µM (highest dose often 114 µM), for the others: at the top dose activity, negative = inhibition, hits mostly inhibitors | Q8WZA2 | EPAC2 GEF exchange of Rap1B-BODIPY-GDP, fluorescence; also: % is scaled to controls: 0 for no effect and ±100 for the full control effect; nearly all actives have a fitted effect of over 45% in size; many of its hits are not listed in these tables
aSyn yeast inh = inhibitors of alpha-synuclein toxicity in yeast; actives 0.14% (n = 370,000); AID 652106; Potency, µM (titrated, usually from 46.1 µM), for the others: at the highest dose growth rescue (activation), hits mostly activators; Yeast expressing alpha-synuclein, growth rescue, BacTiter-Glo, 24 h; also: % of control where 0% means no effect; nearly all actives have a fitted effect of over 65% in size
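Rescue of yeast growth: cells expressing toxic alpha-synuclein, induced in galactose at OD600 0.02, incubated with compound 24 h at 30 C. ATP luminescence quantified growth; inhibitors of toxicity appear as activators.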
* marks the source's active call; other numbers are inactive results; i = inactive; u = inconclusive; x = not tested or not shown; [ ] = remark or other dose. Calls follow the shape of the dose curve; as a rule, active = well fitted curve in the direction sought with a large enough effect; inconclusive = small, poorly fitted or top-dose-only effect, or another doubt; inactive = no such curve, though single readings can be large; an effect the other way counts as inactive or inconclusive. Potency is read from the fitted curve at half-maximal effect. The list is partial; rates above refer to the full screens.

SMILES | TDP43 rescue | PTHR1 ag | EPAC1 antagonist | FUS yeast rescue | EPAC1 agonist | EPAC2 ag | EPAC2 antag | aSyn yeast inh
O=C(Nc1ccc2c(c1)oc1ccccc12)c1ccc2c(c1)OCO2 | -21% | -23%[57.5 µM] | 11% | 39% | 5% | 5% | 10% | -9%
CCCn1c(-c2ccc[nH]c2=O)nc2cc(C)c(C)cc21 | -12%[9.22 µM] | -13% | 4% | 0% | 3% | 6% | -1% | 2%
CN(C(=O)c1cccc(NC(=O)Cc2cccc(NC(=O)C3CCN(C(=O)C4CCC4)CC3)c2)c1)C1CCC1 | -5% | -10% | -5% | 33% | -14% | 9% | -20% | 0%
C#CC1(NC(=O)NC(C)(C)C)CCCCC1 | 14% | i | -12% | -8% | -13% | 0% | 0% | 1%
COc1ccccc1Cn1c(=S)[nH]c2cc(C(=O)N3CCN(C)CC3)ccc2c1=O | 17% | -6% | -21% | x | 0% | -13% | -1% | -1%
COc1cccc(-c2ccc3c(c2)O[C@H](CN(C)C(=O)c2ccccc2F)[C@H](C)CN([C@H](C)CO)S3(=O)=O)c1 | 10% | -40%[inhibitor] | -28% | u | 3% | 5% | u | 6%
O=C(Nc1ccccc1C(F)(F)F)c1ccccn1 | -9% | i | -9% | -1% | 6% | -10% | -1% | 1%
Cc1ccc(NC(=O)CCN2CCN(CCO)CC2)cc1 | x | i | 34%[activator] | 22% | -10% | -3% | 2% | -6%
COc1ccc(-c2csc3ncnc(N4CCN(c5cccc(Cl)c5)CC4)c23)cc1 | 3% | -1% | -11% | x | 12% | 0% | -4% | 7%
O=C(NC1CCN(Cc2ccccc2)CC1)c1ccccc1NS(=O)(=O)c1ccc(F)c(F)c1 | 11% | -24% | 9% | 4% | -14% | -4% | 0% | 6%[1.84 µM]
CC1C(=O)N2CCCc3cc(S(=O)(=O)N4CCN(c5ccc(F)cc5)CC4)cc1c32 (centres undefined) | -13% | i | -4% | 19% | -3% | 4% | 9% | -2%
Cc1cc(NS(=O)(=O)c2cccs2)no1 | 18% | i | 9% | 13% | 3% | -4% | 6% | 0%
CC1SCC(NC(=O)c2ccccc2Cl)CS1 (centres undefined) | -35%[1.82 µM] | -15% | 3% | 18% | 4% | 11% | 4% | 6%
COC(=O)c1sccc1NC(=O)Nc1ccc(Cl)c(Cl)c1 | -1% | -4%[57.5 µM] | 0% | u | -4% | 10% | 0% | -38%[inhibitor]
O=C(Nc1cccnc1)c1cccc(F)c1 | 14% | i | -10% | 32% | 8% | 12% | 9% | -7%
Cc1ccc(NCC(=O)Nc2ccc(Br)cc2)cc1F | 16% | i | -6% | -7% | 12% | 0% | -1% | -1%
CC(C)(C)c1ccc(NC(=O)c2cc[n+]([O-])cc2)cc1 | 0% | i | 12% | -13% | 4% | 0% | 16% | -1%
Cc1cccc(NC(=O)C2CCN(C(=O)c3ccco3)CC2)c1C | -22% | -15% | -9% | -14% | 10% | 13% | -4% | 0%
N/C(=N\OC(=O)c1ccc(Cl)cc1)c1[nH]ncc1Br | u | -93%[inhibitor] | -1% | 9% | -15% | 14% | -1% | -23%
CCc1nnc(NC(=O)CSc2nnc(-c3ccc(OC)cc3)n2C)s1 | -5% | i | 3% | 23% | 0% | 4% | 8% | -2%
Cc1ccc(NC(=O)c2ccc(CSc3nnc(-c4ccncc4)n3C)cc2)c(C)c1 | 3% | i | -1% | -3% | -7% | 8% | 7% | 5%
Cc1ccc(/C=C/C(=O)OCC(=O)NCc2ccccc2)o1 | -3% | -7% | -22% | 1% | 5% | 4% | 5% | 2%
CC(C)CC(=O)Nc1ccc(C(=O)COC(=O)C2CC(=O)N(Cc3ccccc3)C2)cc1 (centres undefined) | 1% | -24% | -15% | 2% | 2% | -2% | -18% | -5%
Cc1cc(C)c(OCC(=O)Nc2cccc(NC(=O)c3ccco3)c2)c(Br)c1 | -1% | 1%[57.5 µM] | -25% | u | 11% | 17% | -9% | -4%
COc1ccccc1C(=O)C1CCCN(C(=O)c2ccco2)C1 (centres undefined) | 26% | -24% | -13% | -22% | -17% | 7% | -9% | 11%
SMILES | TDP43 rescue | PTHR1 ag | EPAC1 antagonist | FUS yeast rescue | EPAC1 agonist | EPAC2 ag | EPAC2 antag | aSyn yeast inh
OCc1cccc[n+]1CCc1ccccc1 | -25% | 2% | -17% | 0% | -4% | 9% | -1% | -4%
C/C=C/C(=O)Nc1cccc(C2=NOC3(C2)C[C@@H](C(N)=O)N(C(=O)/C(C)=C/C)C3)c1 (some centres undefined) | 11% | 0% | 15% | 0% | u | 10% | 5% | -6%
C=CCn1c(SCC(=O)c2ccc(O)c(O)c2)nnc1-c1cccnc1 | -10% | i | -18% | 30% | -7% | -5% | -2% | 7%
OC(c1cccc(Cl)c1)c1ncc(-c2ccc(C(F)(F)F)cc2)[nH]1 (centres undefined) | 20% | -4% | -28% | -2% | -15% | 6% | 2% | 6%
Cc1cc(-n2c(=S)sc3c(=O)n(-c4ccc(F)cc4)c(SCC(=O)O)nc32)ccc1Cl | -7% | -3% | -27% | 14% | 2% | 1% | -11% | 1%
CCc1ccc(OCC2c3cc(OC)c(OC)cc3CCN2C(=O)c2ccc(S(=O)(=O)N3CCCC3)cc2)cc1 (centres undefined) | 0% | i | x | 4% | x | x | x | 5%
O=C(C1CC(Cl)CN1S(=O)(=O)c1ccc(Cl)cc1)N1CCOCC1 (centres undefined) | 8%[9.22 µM] | i | -21% | 26% | 12% | 9% | 12% | 0%
CCOC(=O)CC(NS(=O)(=O)Cc1ccccc1)c1ccc(C)cc1 (centres undefined) | -1% | -41%[inhibitor] | 2% | 19% | 6% | 3% | -4% | 14%
Cc1ccc(OCc2cc(C(=O)N(C)Cc3nccn3C)no2)cc1C | 0% | i | 10% | 12% | 1% | 3% | -7% | -3%
COc1ccccc1NC(=O)c1cc(S(=O)(=O)NC2CCCC2)ccc1F | u | -13% | -4% | 7% | 11% | 12% | -7% | 6%
COc1ccc(C(=O)Nc2ccc(N3CCCC3)cc2)cc1OC | x | i | -15% | 45% | -1% | 4% | 5% | -16%
Cc1cccc(Nc2n[nH]c(=S)s2)c1C | 29% | -7%[57.5 µM] | -8% | 6% | 1% | 13% | -3% | -31%[inhibitor]
NC(CSC(c1ccccc1)(c1ccccc1)c1cccc2ccccc12)C(=O)O (centres undefined) | 0% | 0% | u | x | 16% | 3% | -6% | -16%
COc1ccc(C2Nc3ccccc3C(=O)N2Cc2ccccc2)cc1CSc1ccccn1 (centres undefined) | -13% | i | 9% | x | 4% | 6% | 5% | 8%
Cc1ccccc1NCC(=O)N/N=C\C=C\c1cccc([N+](=O)[O-])c1 | u | i | -12% | 2% | 16% | 13% | -4% | 0%
Cc1ccc(C(=O)N2N=C(CC(C)C)CC2(O)C(F)(F)F)o1 (centres undefined) | -11% | -6% | -4% | -13% | -8% | -1% | 5% | 0%
CC(C)(C)OC(=O)Nc1ccc([C@@H](NC(=O)OC(C)(C)C)C(=O)OC(C)(C)C)cc1 | 23% | -15% | 13% | 1% | 3% | -13% | -5% | 0%
COCCn1c(N)c(N(Cc2ccccc2)C(=O)CN2C(=O)NC(C)(c3ccccc3)C2=O)c(=O)[nH]c1=O (centres undefined) | 1% | i | 10% | x | -8% | -4% | 13% | 5%
CC(C)C(OC(=O)c1ccc(Cl)nc1)C(=O)NC1CCCCC1 (centres undefined) | -7% | -7% | 17% | 13% | -3% | 7% | 1% | 28%
CC(=O)Cc1nsc(NC(=O)c2ccc(COc3ccccc3C)o2)n1 | 2% | -29% | -2% | 13% | 6% | -6% | -5% | 0%
CC1CCN(C(=O)CSc2n[nH]c(-c3cccs3)n2)CC1 | 12% | i | -4% | -5% | 14% | 1% | -1% | 1%
CCOC(=O)c1c(-c2ccccc2)[nH]c2ccc(O)cc12 | 6% | -18% | -24% | -47% | 5% | 3% | -24% | 17%
NS(=O)(=O)c1ccc(NC2=CC(c3ccc(F)cc3)N(c3ccc(S(N)(=O)=O)cc3)C2=O)cc1 (centres undefined) | -15% | -26% | -14% | 2% | -7% | 17% | 6% | -1%
O=C(NCCC(=O)N1CCN(c2ncccn2)CC1)c1ccccc1Cl | -5% | -25%[57.5 µM] | -1% | -9% | 7% | -4% | 6% | -6%
O=C(CNC(=O)c1ccccc1)N/N=C/c1ccc([N+](=O)[O-])s1 | 2%[9.22 µM] | i | -4% | 34% | 6% | 10% | 9% | 8%
SMILES | TDP43 rescue | PTHR1 ag | EPAC1 antagonist | FUS yeast rescue | EPAC1 agonist | EPAC2 ag | EPAC2 antag | aSyn yeast inh
Cc1cccc(OCC(=O)NCC(=O)n2nc(C)cc2C)c1 | 16% | 0%[57.5 µM] | -18% | -10% | 5% | 9% | -1% | 2%
O=C(CCN1CCc2ccccc2C1)Nc1ccc2c(c1)OCO2 | 8% | -22% | 0% | 18% | 3% | -11% | -2% | -1%
CC(C(=O)NC(C)(C)C)N(C(=O)CS(=O)CC(=O)Nc1ccc(F)cc1)C1CCCC1 (centres undefined) | 16% | i | -7% | 21% | -8% | 2% | 3% | 0%
O=C(NCc1ccncc1)c1c(F)c(F)c(F)c(F)c1F | -29% | i | -8% | u | 5% | -3% | -3% | 1%
COc1cccc(-c2cc(C(=O)Nc3ccc(N(C)C(C)=O)cc3)c3cc(Br)ccc3n2)c1 | 11% | -6% | -7% | u | 13% | 15% | -5% | 4%
Cc1ncc(CN2CCCC(C(=O)Nc3ccc(-c4ccco4)cc3)C2)n1C (centres undefined) | -25% | i | -3% | 10% | 10% | -6% | 3% | 13%
COc1ccc(-c2nc(S(=O)(=O)c3ccccc3)c(N3CCOCC3)o2)cc1 | 11% | 21% | 10% | -5% | 0% | 9% | 9% | -1%
CCOc1ccccc1-c1nc(-c2ccc(NC(=O)c3ccc(Br)o3)cc2)no1 | 11% | -20% | 5% | -3% | 15% | 10% | 15% | -7%
O=C(Oc1ccc2c(c1)OCO2)c1cccs1 | -17% | i | 16% | 15% | -5% | 5% | 19% | -4%
